Compound activity (PubChem)
Tb MetRS inh: T. brucei MetRS inhibitors, primary screen, biochemical, luminescence. methionyl-tRNA synthetase (Trypanosoma brucei brucei). purified T. brucei MetRS, ATP depletion, Kinase-Glo luminescence. inhibition, % at 11.9 µM. 360,000 compounds, 0.4% hits. AID 624268, 2012;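 active = inhibition above a per-plate cutoff of the control wells' mean inhibition plus 3 SD, cut at about 5.5% in these data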;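 also: 0% = DMSO wells median and 100% = median of wells with control inhibitor compound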
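technique = Kinase-Glo luminescence, ATP depletion format | system = purified MetRS (methionyl-tRNA synthetase) enzyme from Trypanosoma brucei | timing = 15 min preincubation, 2 h reaction, all 25 °C | evaluation = percent inhibition versus plate control medians | dosing = single dose, 11.9 µM final nominal, 0.9% final DMSO | also added = substrates ATP, L-methionine and bulk Escherichia coli tRNA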
STEP inh: STEP phosphatase inhibitors, primary screen, biochemical, fluorescence intensity, uHTS; Tyrosine-protein phosphatase non-receptor type 5 (Homo sapiens), P54829; recombinant STEP, OMFP fluorogenic substrate; inhibition, % at 20 µM; 360,000 compounds, 0.25% hits;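 active = inhibition at 20 µM, scaled per plate between control wells, above about 37%, limit read from the data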;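 also: 0% = DMSO with enzyme and substrate and 100% = substrate only without enzyme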
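Material: STEP (striatal-enriched tyrosine phosphatase) enzyme, cell-free; Compound dosing: 20 µM single dose in 1% DMSO; Technique: fluorescence read at 480 nm ex / 540 nm em; Times: reaction 20 min, ambient temperature; Medium: 50 mM Bis-Tris pH 6.0 with 2.5 mM DTT and 0.005% Tween 20; Also added: OMFP at 25 µM.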
Scp-1 inhibitor: Scp-1 phosphatase inhibitors, primary screen, biochemical, colorimetric, uHTS. Carboxy-terminal domain RNA polymerase II polypeptide A small phosphatase 1 (Homo …. Recombinant Scp1, phosphopeptide, malachite green phosphate absorbance. inhibition, % at 20 µM. 340,000 compounds, 0.88% hits. AID 493091, 2011;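 active = inhibition above about 50% at 20 µM, limit read from the data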;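 also: plate controls were DMSO wells with enzyme for no effect and wells lacking enzyme for full effect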
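System: truncated SCP-1 phosphatase (76-261aa); medium: Tris acetate buffer pH 5.5 with MgCl2 and Tween-20; incubation: 45 min room-temperature reaction, 5 min colour, 30 min stabiliser; compound: single 20 µM dose, 1% DMSO; reagent: Phosphorylated 17-residue peptide substrate; read-out: % inhibition at 20 µM; technique: colorimetric free-phosphate detection, absorbance 630 nm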
bovine MsrA act: bovine MsrA enzyme activators, primary screen, biochemical, absorbance, HTS; Methionine sulfoxide reductase A (Bos taurus); purified bovine MsrA, absorbance read-out; activation, % at 10.6 µM; 360,000 compounds, 0.3% hits; AID 602163, 2012; in the data active = activation above about 7.5%;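 also: 0% = vehicle and 100% = reference activator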
LMPTP block: LMPTP phosphatase inhibitors, primary screen, biochemical, fluorescence intensity, uHTS; recombinant LMPTP-A, OMFP fluorogenic substrate; inhibition, % at 20 µM; AID 651560, 2012; 360,000 compounds, 0.22% hits; Low molecular weight phosphotyrosine protein phosphatase (Homo sapiens), P24666;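 active = compounds that cut the enzyme signal by at least half of the control window in the single-dose screen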;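 also: plate controls were DMSO wells with enzyme plus substrate for no effect and substrate without enzyme for full effect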
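Test system – LMPTP-A phosphatase enzyme · Quantity – 0.625 nM LMPTP-A final · Reagent – OMFP substrate, 400 µM final · Dosing – one test concentration per compound, 20 µM, with 3% DMSO overall · Timing – 50 min enzyme reaction at room temperature, protected from light · Detection – fluorescence intensity · Controls – substrate-only low control, DMSO enzyme-plus-substrate high control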
eLon inh: inhibitors of E. coli Lon protease, primary screen, biochemical, fluorescence polarization. P0A9M0. purified E. coli Lon protease. inhibition, % at 7.94 µM. 360,000 compounds, 0.42% hits; in the data active = inhibition above about 13%, passing the limit was not always enough;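 also: 0% = enzyme with probe and DMSO and 100% = no enzyme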
MsrA inh: bovine MsrA enzyme inhibitors, primary screen, biochemical, absorbance, HTS; 360,000 compounds, 0.75% hits; purified bovine MsrA, absorbance read-out; Methionine sulfoxide reductase A (Bos taurus); inhibition, % at 15.5 µM; AID 651718, 2012; in the data active = inhibition above about 4.5%;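 also: 0% = vehicle wells with enzyme and 100% = reference inhibitor wells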
SUMO1 PPI mod: modulators of SUMO1 protein-protein interactions, primary screen, biochemical, uHTS; 360,000 compounds, 0.33% hits; AID 602429, 2012; inhibition, % at 20 µM; SUMO1 binding to a labelled peptide, TR-FRET, 1 h; in the data active = inhibition above about 37%
Target sequence (P63165 whole entry, looked up): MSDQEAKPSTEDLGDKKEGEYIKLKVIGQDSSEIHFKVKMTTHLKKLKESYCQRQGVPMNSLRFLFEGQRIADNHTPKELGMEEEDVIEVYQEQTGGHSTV
DNMT1 block: human DNMT1 methyltransferase inhibitors, primary screen, biochemical, molecular beacon, fluorescence, HinP1I cleavage, uHTS | inhibition (reported as % activation of signal), % at 10 µM | DNA (cytosine-5)-methyltransferase 1 (Homo sapiens), P26358 | 360,000 compounds, 0.83% hits; in the data active = inhibition above about 50%
CendR NRP1 mod: modulators of CendR peptide binding to NRP-1, primary screen, biochemical, fluorescence polarization, uHTS | Neuropilin-1 (Homo sapiens), O14786 | FAM-RPARPAR peptide binding to NRP-1 | inhibition, % at 25 µM | 360,000 compounds, 0.85% hits;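 active = inhibition or corrected inhibition above about 18%, plus a signal ratio from 0.5 to 1.5, limit read from the data, passing the limit was not always enough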; also: strong numbers were not always called active
Target sequence (O14786 whole entry, looked up): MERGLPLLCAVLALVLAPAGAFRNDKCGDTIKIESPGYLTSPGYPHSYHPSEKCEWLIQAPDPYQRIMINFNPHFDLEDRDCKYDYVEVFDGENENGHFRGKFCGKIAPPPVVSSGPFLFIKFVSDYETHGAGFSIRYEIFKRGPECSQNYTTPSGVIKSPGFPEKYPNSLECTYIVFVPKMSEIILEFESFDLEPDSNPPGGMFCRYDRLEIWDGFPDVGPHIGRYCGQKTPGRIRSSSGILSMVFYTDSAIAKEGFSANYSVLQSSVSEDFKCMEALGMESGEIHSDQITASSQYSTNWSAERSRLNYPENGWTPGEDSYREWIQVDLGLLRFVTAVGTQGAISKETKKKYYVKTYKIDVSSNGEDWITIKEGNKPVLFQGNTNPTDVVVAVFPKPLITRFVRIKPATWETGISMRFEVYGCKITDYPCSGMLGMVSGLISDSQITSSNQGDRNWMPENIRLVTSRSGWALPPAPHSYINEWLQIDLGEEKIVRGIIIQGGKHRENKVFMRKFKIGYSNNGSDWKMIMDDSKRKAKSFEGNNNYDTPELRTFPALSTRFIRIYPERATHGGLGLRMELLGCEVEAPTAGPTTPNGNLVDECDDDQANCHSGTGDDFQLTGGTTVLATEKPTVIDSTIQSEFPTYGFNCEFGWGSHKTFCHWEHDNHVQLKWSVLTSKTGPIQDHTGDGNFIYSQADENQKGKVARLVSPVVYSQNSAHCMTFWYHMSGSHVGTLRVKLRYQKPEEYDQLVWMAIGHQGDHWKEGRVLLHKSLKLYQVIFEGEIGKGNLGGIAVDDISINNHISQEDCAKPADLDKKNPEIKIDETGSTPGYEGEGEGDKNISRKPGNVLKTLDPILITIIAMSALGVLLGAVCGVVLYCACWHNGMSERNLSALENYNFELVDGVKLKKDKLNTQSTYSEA
Active calls of the source: *; x = not tested or not shown. Compounds were not picked by outcome; any-hit rate near 4.3%.

No.	Tb MetRS inh	STEP inh	Scp-1 inhibitor	bovine MsrA act	LMPTP block	eLon inh	MsrA inh	SUMO1 PPI mod	DNMT1 block	CendR NRP1 mod	Structure
1	0.9	-1	-6	0	0.4	-3	-0.2	0	-3	10	O=C(NCCc1c[nH]c2ccccc12)c1cccc(Br)c1
2	-0.1	62*	17	-5	58*	-1	-0.1	87*	52*	-18	COc1ccc(-c2cc3nc4ccccc4n3c(N)c2C#N)cc1
3	0.4	6	x	-4	5.0	-5	-0.8	19	1	5	C[C@@H]1CN([C@@H](C)CO)S(=O)(=O)c2ccc(-c3ccc(C(=O)N(C)C)cc3)cc2O[C@@H]1CN(C)Cc1ccccc1C(=O)O
4	1.0	0	-9	-4	2.3	-6	-0.2	-13	-10	4	Cc1ccc(NC(=O)C2CC(=O)N(c3ccc4c5c(cccc35)CC4)C2)cc1 (centres undefined)
5	-0.4	-1	0	-3	-1.4	6	1.5	6	1	12	CS(=O)(=O)N1CCC(NC(=O)Nc2ccc(OC(F)(F)F)cc2)CC1
6	0.8	0	-1	-5	-2.0	-16	0.2	1	1	10	O=C(COC(=O)C1=COCCO1)Nc1ccc(F)cc1
7	-1.1	-1	-5	-3	0.4	1	1.6	-3	1	-5	CC(C)(C)NC(=O)CN(C(=O)C1CSC(=O)C1)c1ccccc1F (centres undefined)
8	-0.9	0	-5	-4	-2.0	-3	0.1	-2	4	14	CCc1ccc(C(=O)NC(CC(C)C)C(=O)O)cc1 (centres undefined)
9	-0.3	0	-6	-3	-1.2	-3	0.1	-6	-1	0	CC1(C)Cc2nc3n[nH]c(N)c3cc2CO1
10	-0.4	-3	-1	-4	-1.7	-7	-1.0	1	2	-4	CC(OC(=O)c1cccs1)C(=O)NCC1CCCO1 (centres undefined)
11	-0.9	1	-8	-11	3.5	0	5.3*	4	3	0	Cc1oc2c(CN3CCOCC3)c(O)ccc2c(=O)c1-c1ccc(Cl)cc1
12	-0.4	3	x	-6	0.3	2	0.7	1	-1	-9	CC(=O)c1sc(NC(=O)CCc2ccccc2)nc1C
13	-0.6	0	12	-8	-1.2	0	1.1	-3	0	9	c1ccc(CN2CCCC3(CCCN(Cc4nc(CC5CC5)no4)C3)C2)cc1 (centres undefined)
14	-1.7	-2	4	-9	-0.2	15	1.3	-4	-1	12	O=C(c1ccccc1)C(Nc1ccccn1)c1ccccc1 (centres undefined)
15	-0.3	7	31	-8	1.3	-2	2.5	9	10	-45	COc1ccc(-c2ccc3c(c2)S(=O)(=O)c2cccc(C(=O)NCCOc4ccccc4Cl)c2C3=O)cc1OC
16	-1.0	-2	10	-6	1.6	-7	0.5	1	-3	10	Cc1oc(-c2ccccc2F)nc1CS(=O)(=O)CC(=O)NCCCN1CC(C)CC(C)C1 (centres undefined)
17	0.2	x	x	x	-3.8	x	-0.7	1	x	9	Nc1nc2ccc(Cl)cc2cc1C(=O)NCCCN1CCOCC1
18	-0.5	1	-9	-5	-0.4	-9	0.2	8	2	14	Cc1ccc(S(=O)(=O)NC(=NCC(=O)O)c2ccccc2)cc1
19	-1.2	-1	-3	-11	-1.8	18	0.0	-5	-1	1	C=CCSc1ncccc1C(=O)NCCc1ccccc1
20	-0.4	-1	1	-3	1.4	-7	0.3	2	0	-2	O=C(NCCC1=CCCCC1)c1cccc(S(=O)(=O)N2CCCCC2)c1

Part of the list above, with bars between the fields:
# | SMILES | Tb MetRS inh | STEP inh | Scp-1 inhibitor | bovine MsrA act | LMPTP block | eLon inh | MsrA inh | SUMO1 PPI mod | DNMT1 block | CendR NRP1 mod
19 | C=CCSc1ncccc1C(=O)NCCc1ccccc1 | -1.2 | -1 | -3 | -11 | -1.8 | 18 | 0.0 | -5 | -1 | 1
12 | CC(=O)c1sc(NC(=O)CCc2ccccc2)nc1C | -0.4 | 3 | x | -6 | 0.3 | 2 | 0.7 | 1 | -1 | -9
11 | Cc1oc2c(CN3CCOCC3)c(O)ccc2c(=O)c1-c1ccc(Cl)cc1 | -0.9 | 1 | -8 | -11 | 3.5 | 0 | 5.3* | 4 | 3 | 0

Next records:
No.	Tb MetRS inh	STEP inh	Scp-1 inhibitor	bovine MsrA act	LMPTP block	eLon inh	MsrA inh	SUMO1 PPI mod	DNMT1 block	CendR NRP1 mod	Structure
21	-0.8	-3	-6	-6	-2.6	9	0.2	2	2	5	C=CCn1c(C2CC2)n[nH]c1=S
22	0.0	0	0	-3	-0.6	-12	-0.3	0	-2	0	NC(=O)C1CCN(CC(=O)Nc2nccs2)CC1
23	-0.8	-1	-4	-6	-1.0	-9	1.4	-1	-2	-3	CN(C)C(=O)c1cc(C(=O)c2ccc(C(F)(F)F)cc2F)c[nH]1
24	-0.2	-4	x	0	-2.5	-9	-0.7	1	4	-2	O=C(/C=C/[C@H]1O[C@@H](n2ccc(=O)[nH]c2=O)[C@H](O)[C@@H]1O)NC1CCN(Cc2ccccc2)C1 (some centres undefined)
25	-0.3	3	-2	-3	-1.4	-5	-0.5	3	-1	14	O=C(O)CCN(CCC(=O)O)c1nnc(SCc2ccccc2)s1
26	-1.4	x	x	-11	1.0	-3	1.3	2	x	-3	COC(=O)Cn1c2ccccc2c(=O)n1C(C)C
27	-0.3	-4	-1	-3	-0.1	-3	-1.0	-6	-1	8	Cc1ccc(-c2[nH]ncc2CN2CCN(C(=O)c3cccs3)CC2)cc1C
28	-0.6	-1	-7	-4	0.2	-14	-0.1	-26	-5	-2	CCOc1ccccc1N1C(=O)c2ccc(C(=O)Nc3cccnc3)cc2C1=O
29	-0.7	-1	7	2	0.3	10	-0.9	1	4	1	S=c1[nH]nc(CCCc2n[nH]c(=S)o2)o1
30	-0.4	-4	5	-8	0.0	-33	0.0	-1	-1	-5	N#Cc1cccc(C(=O)Nc2ccc(S(=O)(=O)Nc3nccs3)cc2)c1

As entered above:
For MsrA inh, O=C(/C=C/[C@H]1O[C@@H](n2ccc(=O)[nH]c2=O)[C@H](O)[C@@H]1O)NC1CCN(Cc2ccccc2)C1 (some centres undefined) reads -0.7
For MsrA inh, S=c1[nH]nc(CCCc2n[nH]c(=S)o2)o1 reads -0.9

Next section.
No.	Tb MetRS inh	STEP inh	Scp-1 inhibitor	bovine MsrA act	LMPTP block	eLon inh	MsrA inh	SUMO1 PPI mod	DNMT1 block	CendR NRP1 mod	Structure
31	-1.1	1	11	-12	1.2	-3	0.4	19	-6	9	COc1ccc(N(C)C(=O)CCC(=O)Nc2ccc3nc(N4CCOCC4)cc(C)c3c2)c(OC)c1
32	-0.3	-3	x	-1	1.3	2	0.7	-1	-1	-10	CCc1cc(-c2nnn(CCC3COCCO3)c2CC)cc(CC)c1-c1cn(CCc2c[nH]c3ccccc23)nn1 (centres undefined)
33	0.3	2	-10	-1	-1.0	-8	-0.3	3	-4	0	O=C(Nc1ccnn1C1CCN(C/C=C/c2ccccc2)CC1)c1cccc(F)c1
34	-1.1	2	-3	-9	-0.7	-2	-0.9	-4	4	10	CCc1nc2ccccc2c(C(=O)NCc2ccccc2)c1C
35	0.0	-2	-3	0	-1.2	2	0.1	-1	23	2	O=C(/C=C/c1ccc(Cl)cc1)NC(=S)Nc1ccc(CN2CCOCC2)cc1
36	-0.4	0	-3	-2	-0.4	-2	0.1	-32	-2	2	O=C(NCC1CCCO1)c1ccc(Oc2ccc([N+](=O)[O-])cc2)cc1 (centres undefined)
37	0.1	4	-5	-4	-0.2	-7	-1.0	4	3	-17	COC(=O)c1ccc(CNC(=O)C2CCC(=O)N(CCN3CCOCC3)C2)cc1 (centres undefined)
38	0.3	-2	-2	-2	-1.6	7	-0.1	0	0	4	Cc1cccc(NC(=O)CSc2nnc(CNC(=O)c3ccco3)o2)c1
39	-0.3	5	-13	3	-2.8	-2	0.9	-3	-2	7	CCn1c(C)c2c(C)nnc(C)c2c1C
40	-1.0	-3	-9	-3	-0.4	-5	1.1	-3	1	-7	O=C1CN(C(=S)NC(=O)c2ccc(-c3ccccc3)cc2)CCN1
41	-0.5	-1	-6	0	-1.2	-2	-1.0	3	-1	16	CC(=O)c1c(C)[nH]c(C(=O)OC2CCOC2=O)c1C (centres undefined)
42	-0.3	-4	-5	-2	0.3	0	-1.2	2	2	2	CCOC(=O)c1cccc(NC(=O)CSc2nnc(-c3ccncc3)n2CCCOC)c1
43	-0.2	0	1	-1	-1.7	4	-0.1	5	1	-4	COc1ccc(CC(NC(C)=O)C(=O)NC2CCN(C(=O)c3ccccc3F)CC2)cc1 (centres undefined)
44	0.0	0	-5	-2	-1.0	-7	1.1	2	2	-2	O=C(CSc1nnc(-c2ccncc2)n1Cc1ccco1)Nc1ccccc1Cl
45	0.1	3	-10	-2	0.3	-7	-1.0	10	-4	6	COC(=O)c1ccc(NC(=O)c2ccc(OC(C)=O)c(OC)c2)cc1
46	-0.3	-3	-2	-4	-1.2	-12	-0.6	2	6	11	Cc1cccc(NC(=O)c2ccc(S(=O)(=O)NCc3ccco3)cc2)n1
47	-0.3	0	-5	-3	0.4	2	-0.4	10	-3	0	O=c1[nH]c2cc(Cl)c(Br)cc2o1
